# Mtb BioA inh – M. tuberculosis BioA enzyme inhibitors, primary screen, biochemical, plate reader, single point, HTS; purified M. tuberculosis BioA enzyme; hit rate 0.096% among 360,000; AID 602481, 2012; inhibition, % at 9.99 µM; 7,8-diaminopelargonic acid synthase BioA (Mycobacterium tuberculosis); in the data active = inhibition above about 40%
# * hit, by the source's call.
Compound | Mtb BioA inh
COc1ccc(NC(=O)Nc2cccc3c2O[C@H](CN(C)Cc2ccccc2)[C@H](C)CN([C@H](C)CO)C3=O)cc1 | -2.1
O=C(C[C@H]1C[C@@H]2c3cc(NC(=O)Nc4ccc(F)cc4)ccc3O[C@@H]2[C@H](CO)O1)NC1CCCCC1 | -3.9
C[C@@H]1CN([C@H](C)CO)S(=O)(=O)c2ccc(-c3cccc(C#N)c3)cc2O[C@H]1CN(C)C | -1.0
[N-]=[N+]=Nc1ccccc1C[C@@]1(C(=O)NCc2ccccc2)N=C(c2ccc(OCCCO)cc2)O[C@@H]1c1ccccc1 | -2.8
CC(=O)N(C)C[C@@H]1Oc2cc(C#CC3CCCC3)ccc2S(=O)(=O)N([C@@H](C)CO)C[C@H]1C | 0.4
N#C[C@@H]1[C@@H](c2ccc(C#CC3CC3)cc2)[C@H](CO)N1C(=O)c1cccc(F)c1 | 0.7
C[C@@H]1CN([C@H](C)CO)C(=O)c2cccc(NC(=O)Nc3ccc(F)cc3)c2O[C@@H]1CN(C)C(=O)Nc1ccc2c(c1)OCO2 | -2.4
Cc1ccc(S(=O)(=O)N(C)C[C@@H]2Oc3ccc(NC(=O)Nc4ccccc4)cc3C(=O)N([C@H](C)CO)C[C@H]2C)cc1 | -2.9
COc1ccc(CN(C)C[C@@H]2Oc3ccc(NC(=O)Nc4ccc(OC)cc4)cc3CC(=O)N([C@H](C)CO)C[C@H]2C)cc1 | -2.3
COCC(=O)Nc1ccc2c(c1)C(=O)N(C)[C@H]1CC[C@H](CC(=O)NCCc3ccncc3)O[C@H]1CO2 | 12

# 6 compounds from above, sorted by SMILES length, low to high:
Compound | Mtb BioA inh
C[C@@H]1CN([C@H](C)CO)S(=O)(=O)c2ccc(-c3cccc(C#N)c3)cc2O[C@H]1CN(C)C | -1.0
CC(=O)N(C)C[C@@H]1Oc2cc(C#CC3CCCC3)ccc2S(=O)(=O)N([C@@H](C)CO)C[C@H]1C | 0.4
COCC(=O)Nc1ccc2c(c1)C(=O)N(C)[C@H]1CC[C@H](CC(=O)NCCc3ccncc3)O[C@H]1CO2 | 12
COc1ccc(NC(=O)Nc2cccc3c2O[C@H](CN(C)Cc2ccccc2)[C@H](C)CN([C@H](C)CO)C3=O)cc1 | -2.1
COc1ccc(CN(C)C[C@@H]2Oc3ccc(NC(=O)Nc4ccc(OC)cc4)cc3CC(=O)N([C@H](C)CO)C[C@H]2C)cc1 | -2.3
Cc1ccc(S(=O)(=O)N(C)C[C@@H]2Oc3ccc(NC(=O)Nc4ccccc4)cc3C(=O)N([C@H](C)CO)C[C@H]2C)cc1 | -2.9

# (further entries)
Compound | Mtb BioA inh
C[C@@H]1CN([C@H](C)CO)C(=O)c2cc(NC(=O)NC3CCCCC3)ccc2O[C@@H](C)CCCCO[C@@H]1CN(C)Cc1ccccc1 | -0.6
Cc1noc(C)c1NC(=O)Nc1ccc2c(c1)C(=O)N([C@@H](C)CO)C[C@H](C)[C@H](CN(C)S(=O)(=O)c1ccccc1)OCCCC[C@@H](C)O2 | -1.1
O=C(C[C@H]1CC[C@@H](NC(=O)Nc2cccc(F)c2)[C@@H](CO)O1)NCC1CC1 | 3.1
C[C@@H]1CCCCO[C@@H](CN(C)Cc2ccc3c(c2)OCO3)[C@@H](C)CN([C@@H](C)CO)C(=O)c2cc(NC(=O)CCC(F)(F)F)ccc2O1 | 2.0
C[C@H](CO)N1C[C@H](C)[C@@H](CN(C)C(=O)NC2CCCCC2)Oc2ccc(NC(=O)Cc3cn(C)c4ccccc34)cc2C1=O | -0.3
C[C@@H]1CN([C@H](C)CO)C(=O)Cc2cc(NS(=O)(=O)c3cn(C)cn3)ccc2O[C@H]1CN(C)S(=O)(=O)c1cccs1 | -2.7
COc1ccc(CN(C)C[C@@H]2OCCCC[C@H](C)Oc3ccc(NC(=O)NC(C)C)cc3C(=O)N([C@H](C)CO)C[C@@H]2C)cc1 | 1.6
COc1cccc(-c2cn(CC[C@@H]3CC[C@@H](NC(=O)CC4CC4)[C@@H](CO)O3)nn2)c1 | 3.2
C[C@@H](NC(=O)C[C@@H]1C[C@@H]2c3cc(NS(C)(=O)=O)ccc3O[C@@H]2[C@H](CO)O1)c1ccccc1 | -1.0
C[C@@H]1CN([C@H](C)CO)C(=O)c2cc(Br)cnc2O[C@@H]1CN(C)C(=O)C1CC1 | -1.1

# (continued)
Compound | Mtb BioA inh
Cc1noc(C)c1NC(=O)Nc1cccc2c1O[C@@H](CN(C)C(=O)Nc1cccc3ccccc13)[C@H](C)CN([C@@H](C)CO)C2=O | 3.4
CNC[C@@H]1Oc2ccc(NC(=O)Nc3ccc(OC)cc3)cc2C(=O)N([C@H](C)CO)C[C@@H]1C | -1.6
COc1ccc(S(=O)(=O)N(C)C[C@H]2OCc3ccccc3-c3ccccc3C(=O)N([C@H](C)CO)C[C@@H]2C)cc1 | 2.5
CS(=O)(=O)N1CCCCN2[C@H](C1)[C@H](c1ccc(C3=CCCC3)cc1)[C@@H]2CO | -1.8
CO[C@@H]1CN(C)C(=O)c2cc(NS(=O)(=O)CC(F)(F)F)ccc2OC[C@@H](C)N(CCC(F)(F)F)C[C@H]1C | 0.0
C[C@H]1CN([C@@H](C)CO)C(=O)c2cccc(NS(=O)(=O)c3cn(C)cn3)c2O[C@@H]1CN(C)CC1CC1 | 4.4
CCCNC(=O)NC[C@@H]1[C@@H](c2ccc(C3=CCCC3)cc2)[C@H](CO)N1C(C)=O | 8.0
COc1ccc(NC(=O)N(C)C[C@@H]2Oc3c(NC(=O)Nc4cccc5ccccc45)cccc3C(=O)N([C@@H](C)CO)C[C@@H]2C)cc1 | 3.0
COc1ccccc1NC(=O)N1[C@H](C#N)[C@H](c2ccccc2)[C@@H]1CO | 5.5
C[C@@H]1CCCCO[C@@H](CN(C)C(=O)Nc2ccc3c(c2)OCO3)[C@@H](C)CN([C@H](C)CO)C(=O)c2cc(NC(=O)c3ccccc3)ccc2O1 | -0.3

# More entries follow.
Compound | Mtb BioA inh
O=C([C@@H]1[C@@H](CO)[C@@H]2Cn3c(ccc(C4=CCCC4)c3=O)[C@H]1N2C(=O)c1ccncc1)N1CCOCC1 | -1.6
CO[C@@H]1CN(C)C(=O)c2ccc(NC(=O)c3cnccn3)cc2OC[C@@H](C)N(CCc2ccccc2)C[C@H]1C | 2.6
O=S(=O)(Cc1ccccc1)N1CCCCN2[C@H](CO)[C@H](c3ccc(C#Cc4ccccc4)cc3)[C@H]2C1 | 2.4
CO[C@@H]1CN(C)C(=O)c2cc(NC(=O)c3ccccc3F)ccc2OC[C@H](C)N(C(=O)c2ccccc2F)C[C@@H]1C | 0.2
COc1ccc(C#Cc2ccc([C@H]3[C@H]4CN(C(=O)Cc5ccccc5)CCCCN4[C@H]3CO)cc2)cc1 | -0.7
N#C[C@@H]1[C@@H](c2ccc(C3=CCCC3)cc2)[C@H](CO)N1C(=O)c1cccc(F)c1 | 2.3
CCNC(=O)c1cc2c(c(-c3cccc(-c4cccc(C(=O)N(C)C)c4)c3)n1)[C@@H](CCO)N([S@](=O)C(C)(C)C)C2 | -2.1
CCC(=O)Nc1ccc2c(c1)OC[C@H](C)N(Cc1cccc(F)c1)C[C@@H](C)[C@H](OC)CN(C)C2=O | 0.1
CCC(=O)N1[C@H](CO)[C@@H](c2ccccc2)[C@H]1CNC(=O)CN1CCOCC1 | 7.4
O=C(Nc1ccc2c(c1)OCO2)N[C@H]1CC[C@@H](CCNC(=O)C2CC2)O[C@@H]1CO | 0.8

# The list goes on.
Compound | Mtb BioA inh
C[C@@H]1CN([C@@H](C)CO)S(=O)(=O)c2ccc(C#CC3CC3)cc2O[C@@H]1CN(C)C(=O)c1ccccn1 | -0.8
C[C@H](CO)N1C[C@H](C)[C@H](CN(C)S(=O)(=O)c2cn(C)cn2)OCc2cn(nn2)CCCC1=O | 0.2
COc1ccc(CN2C[C@@H](O)COC[C@@H]3O[C@H](CC(=O)NCc4ccccc4Cl)CC[C@H]32)cc1 | -2.1
CN1C(=O)c2cc(NC(=O)Nc3cccc(Cl)c3)ccc2OC[C@H]2O[C@H](CC(=O)NCCc3ccncc3)CC[C@H]21 | -0.2
CO[C@H]1CN(C)C(=O)c2ccc(NC(=O)C3CCOCC3)cc2OC[C@H](C)N(Cc2nccs2)C[C@H]1C | -2.7
C[C@H](CO)N1C[C@H](C)[C@@H](CN(C)C(=O)Nc2ccccc2)Oc2ccc(NC(=O)Nc3ccc(C(F)(F)F)cc3)cc2CC1=O | -0.1
O=C(Nc1cc(F)ccc1F)N[C@@H]1C=C[C@H](CC(=O)N2CCc3ccccc3C2)O[C@@H]1CO | 2.0
COc1cccc(NC(=O)C[C@H]2CC[C@H]3[C@H](COc4ccc(NC(=O)c5ccccc5F)cc4C(=O)N3C)O2)c1 | -7.9
O=C(C[C@@H]1C=C[C@H](NC(=O)CN2CCOCC2)[C@@H](CO)O1)NCc1cccc(F)c1 | -2.7
C/C=C/c1ccc([C@@H]2[C@H](CO)N(C(C)=O)[C@H]2CN(CC)C(=O)CN(C)C)cc1 | -1.2

# Next section
Compound | Mtb BioA inh
C[C@H](CO)N1C[C@H](C)[C@H](CN(C)CC2CC2)Oc2ccc(NS(=O)(=O)c3ccc(F)cc3)cc2C1=O | 0.2
O=C(Nc1ccc(Cl)cc1)N[C@@H]1CC[C@H](CCn2cc(Cc3ccccc3)nn2)O[C@@H]1CO | -3.7
C[C@@H]1CN([C@H](C)CO)C(=O)Cc2cc(NS(=O)(=O)c3cn(C)cn3)ccc2O[C@H]1CN(C)Cc1ccc(Cl)c(Cl)c1 | -1.8
O=C(NCC[C@@H]1CC[C@@H](NC(=O)c2cccnc2)[C@@H](CO)O1)Nc1ccc(C(F)(F)F)cc1 | -1.5
C[C@H](CO)N1C[C@H](C)[C@@H](CN(C)C(=O)NC2CCCC2)Oc2ncc(-c3cccnc3)cc2C1=O | 1.1
Cc1ccc(S(=O)(=O)N(C)C[C@@H]2OCCCC[C@@H](C)Oc3ccc(NC(=O)Nc4cccc5ccccc45)cc3C(=O)N([C@@H](C)CO)C[C@H]2C)cc1 | -1.4
COc1ccc(-c2cnc3c(c2)C(=O)N([C@@H](C)CO)C[C@@H](C)[C@@H](CN(C)C(=O)CN(C)C)O3)cc1 | -1.2
CC(C)CC#Cc1ccc2c(c1)O[C@H](CN(C)C(=O)Nc1ccccc1F)[C@@H](C)CN([C@H](C)CO)S2(=O)=O | -2.7
C/C=C/c1ccc([C@H]2[C@@H](CO)N(C(=O)NCCC)[C@@H]2CNC(=O)C2CC2)cc1 | 4.3
O=C(Nc1cccc(F)c1)N[C@H]1CC[C@H](CCNS(=O)(=O)c2cccc(Cl)c2)O[C@@H]1CO | 0.3

CO[C@H]1CN(C)C(=O)c2cc(NC(=O)Nc3ccccc3F)ccc2OC[C@H](C)N(C(C)=O)C[C@H]1C
  Mtb BioA inh = -0.7

C[C@H](CO)N1C[C@H](C)[C@@H](CN(C)CC2CCCCC2)OCCCC[C@H](C)Oc2ccc(NC(=O)CCC(F)(F)F)cc2C1=O
  Mtb BioA inh = 0.2

CCOC(=O)N(C)C[C@@H]1OCc2ccccc2-c2c(n(C)c3ccccc23)C(=O)N([C@H](C)CO)C[C@@H]1C
  Mtb BioA inh = 0.6

C[C@@H]1CCCCO[C@H](CN(C)S(=O)(=O)c2cn(C)cn2)[C@H](C)CN([C@@H](C)CO)C(=O)c2cc(NS(=O)(=O)c3ccc(Cl)cc3)ccc2O1
  Mtb BioA inh = -4.8

COc1cccc(CNC(=O)C[C@@H]2CC[C@@H](NC(=O)C3CC3)[C@@H](CO)O2)c1
  Mtb BioA inh = 3.3

CCNC(=O)[C@@H]1[C@@H](CO)[C@@H]2Cn3c(ccc(-c4ccccc4)c3=O)[C@H]1N2CCC(F)(F)F
  Mtb BioA inh = 0.0

OC[C@H]1[C@H](c2ccc(-c3ccccc3)cc2)[C@@H]2CN(CCC(F)(F)F)CCCCN12
  Mtb BioA inh = 0.5

CC(C)NC(=O)Nc1ccc2c(c1)CC(=O)N([C@@H](C)CO)C[C@@H](C)[C@H](CN(C)Cc1ccc(Cl)c(Cl)c1)O2
  Mtb BioA inh = -3.0

Cc1noc(C)c1S(=O)(=O)Nc1cccc2c1O[C@@H](CN(C)S(=O)(=O)c1ccc(Cl)cc1)[C@@H](C)CN([C@H](C)CO)C2=O
  Mtb BioA inh = -1.0

O=S(=O)(Cc1ccccc1)N1CCCCN2[C@H](CO)[C@@H](c3ccc(-c4ccccc4)cc3)[C@@H]2C1
  Mtb BioA inh = -0.7

COc1ccc(-c2ccc([C@H]3[C@H](C#N)N(C(=O)C4CC4)[C@H]3CO)cc2)cc1
  Mtb BioA inh = -2.3

CCCC[C@]12CCCC(=O)N1CCc1c2[nH]c2ccccc12
  Mtb BioA inh = -0.4

CC(C)c1cn(CC[C@@H]2CC[C@@H](NC(=O)C3CC3)[C@@H](CO)O2)nn1
  Mtb BioA inh = -1.6

C[C@H]1CCCCO[C@@H](CN(C)S(=O)(=O)c2cccs2)[C@@H](C)CN([C@@H](C)CO)C(=O)c2cc(NS(=O)(=O)c3ccc(Cl)cc3)ccc2O1
  Mtb BioA inh = -0.8

Cc1ccc(S(=O)(=O)Nc2ccc3c(c2)C(=O)N([C@H](C)CO)C[C@@H](C)[C@H](CN(C)Cc2ccc4c(c2)OCO4)OCCCC[C@H](C)O3)cc1
  Mtb BioA inh = 0.6

C[C@H](CO)N1C[C@H](C)[C@@H](CN(C)Cc2ccccc2)Oc2ccc(NC(=O)Cc3cn(C)c4ccccc34)cc2C1=O
  Mtb BioA inh = -1.5

CN1c2ccc(C#Cc3cccnc3)cc2[C@H]2[C@H](CCN2C(=O)C2CCCCC2)[C@H]1CO
  Mtb BioA inh = 7.1

C[C@H](CO)N1C[C@H](C)[C@@H](CN(C)S(C)(=O)=O)Oc2ncc(C#CC3CCCC3)cc2C1=O
  Mtb BioA inh = -0.8

C[C@H](CO)N1C[C@H](C)[C@@H](CN(C)S(=O)(=O)c2cccs2)OCCCC[C@H](C)Oc2ccc(NS(=O)(=O)c3cccs3)cc2C1=O
  Mtb BioA inh = -1.1

CC(C)NC(=O)N1CCCCN2[C@H](CO)[C@@H](c3ccc(C#Cc4ccccc4)cc3)[C@@H]2C1
  Mtb BioA inh = 2.6

C[C@@H]1CN([C@H](C)CO)C(=O)c2cccc(NC(=O)c3ccc(-c4nccs4)cc3)c2O[C@@H]1CN(C)S(=O)(=O)c1ccc(Cl)cc1
  Mtb BioA inh = -1.3

# Source: PubChem BioAssay (Broad Institute)

# This is a subset, so the mix of outcomes need not match the whole.
